Compound activity from PubChem.
697 NFkB inh: lowers PMA/ionomycin-induced NF-kB signal in 697 B cells; 697 B-cell NF-kB luciferase reporter, 16 h; inhibition, % at 4 µM; 0.33% of 330,000 active; AID 435022; in the data active means inhibition above about 35%
CXCR6 inh: blocks human CXCR6 beta-arrestin recruitment. O00574. CHO-K1 PathHunter CXCR6 beta-arrestin, luminescence. inhibition, % at 20 µM. 0.36% of 360,000 active; in the data active means inhibition above about 34%, passing the limit was not always enough;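 further: antagonist mode with CXCL16 agonist at 10 nM final; 0% = 10 nM CXCL16 with DMSO and 100% = unstimulated wells without agonist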
Jurkat NFkB inh: lowers PMA/ionomycin-induced NF-kB signal in Jurkat cells | PMA/ionomycin-induced NF-kB luciferase reporter, luminescence | inhibition, % at 4 µM | 0.53% of 330,000 active | AID 435003; in the data active means inhibition above about 50%
Gli-Sufu antag: blocks Gli-Sufu signaling in a luciferase reporter; AID 588413; Sufu-KO-LIGHT fibroblasts, Gli luciferase reporter luminescence; 0.74% of 340,000 active; inhibition, % at 5 µM;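 active means inhibition above about 55%, limit read from the data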;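 further: 0% = DMSO-treated cells and 100% = wells with medium but no cells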
UBC13 polyUb: inhibitors of human UBC13 polyubiquitin chain formation; P61088; TR-FRET; inhibition, % at 20 µM; 0.47% of 330,000 active; AID 485273; in the data active means inhibition above about 45%, passing the limit was not always enough
Target sequence (P61088 whole entry, looked up): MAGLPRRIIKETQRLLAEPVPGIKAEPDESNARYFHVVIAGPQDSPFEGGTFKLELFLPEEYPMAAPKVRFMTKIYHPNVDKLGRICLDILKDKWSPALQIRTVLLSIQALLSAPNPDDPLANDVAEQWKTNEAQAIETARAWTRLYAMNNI
EBI2 block: blocks human EBI2 receptor beta-arrestin signaling | 0.81% of 360,000 active | EBI2 beta-arrestin recruitment, luminescence, 7a,25-OHC stimulated | AID 651636 | inhibition, % at 5 µM; in the data active means inhibition above about 38%;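 further: enzyme fragment complementation signal reports receptor beta-arrestin coupling in cells; 0% = agonist plus DMSO wells and 100% = wells without agonist; some results beyond the cut were filed as inactive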
CCR6 antagonist: CCR6 (human) receptor antagonism | AID 493098 | P51684 | CHO-K1 CCR6 PathHunter beta-arrestin, luminescence, CCL20-stimulated | inhibition, % at 20 µM | 0.49% of 340,000 active;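 active means compounds whose inhibition of the agonist-driven luminescence signal at 20 µM reaches about 50%, limit read from the data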;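 further: cells stimulated with CCL20 at 14 nM final; plate controls were DMSO with CCL20 for no effect and DMSO without agonist for full effect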
Target sequence (P51684 whole entry, looked up): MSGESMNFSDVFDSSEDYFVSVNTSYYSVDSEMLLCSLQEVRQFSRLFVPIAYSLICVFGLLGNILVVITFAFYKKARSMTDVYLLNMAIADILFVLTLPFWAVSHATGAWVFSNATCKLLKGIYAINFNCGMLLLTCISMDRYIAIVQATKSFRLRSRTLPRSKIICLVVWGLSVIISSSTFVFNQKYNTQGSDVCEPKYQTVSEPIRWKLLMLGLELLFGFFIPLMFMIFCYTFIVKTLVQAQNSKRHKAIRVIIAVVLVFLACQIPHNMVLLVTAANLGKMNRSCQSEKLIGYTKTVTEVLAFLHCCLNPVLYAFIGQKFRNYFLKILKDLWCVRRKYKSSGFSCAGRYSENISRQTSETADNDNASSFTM
APJ antag: blocks the human apelin receptor APJ; P35414; CHO-K1 APJ beta-arrestin complementation, luminescence; inhibition, % at 20 µM; 0.32% of 330,000 active;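 active means inhibition above about 40% at 20 µM, limit read from the data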;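 further: cells challenged with 10 nM apelin-13 agonist together with compound; plate controls were apelin-13 plus DMSO wells for no effect and DMSO wells lacking apelin-13 for full effect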
Target sequence (P35414 whole entry, looked up): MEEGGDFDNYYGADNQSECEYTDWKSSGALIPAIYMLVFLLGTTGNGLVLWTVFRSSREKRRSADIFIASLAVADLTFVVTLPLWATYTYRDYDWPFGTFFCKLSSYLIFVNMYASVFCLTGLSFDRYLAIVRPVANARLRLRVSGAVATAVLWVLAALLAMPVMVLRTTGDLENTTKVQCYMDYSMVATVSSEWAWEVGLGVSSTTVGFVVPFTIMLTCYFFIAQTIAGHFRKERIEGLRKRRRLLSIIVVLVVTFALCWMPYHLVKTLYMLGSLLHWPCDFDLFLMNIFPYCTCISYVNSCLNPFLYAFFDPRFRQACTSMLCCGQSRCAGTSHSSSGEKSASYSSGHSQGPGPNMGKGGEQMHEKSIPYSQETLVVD
An asterisk follows results filed as active; / = no result given. Outcome played no part in choosing rows; about 3% have a hit in one of these screens.

Order of values – Jurkat NFkB inh, CCR6 antagonist, APJ antag, UBC13 polyUb, EBI2 block, 697 NFkB inh, Gli-Sufu antag, CXCR6 inh
[1] N#CC1=C(N)SC(N)=C(C#N)C1Cc1ccccc1
→ -8, 5, 3, 3, -6, -10, 21, 5
[2] CC1=C(C)CC(C(=O)NCC(=O)c2ccccc2)C(C(=O)O)C1 (stereo unspecified)
→ -75, -4, 9, 0, -1, -84, -8, 0
[3] COc1cc(C(=O)NCC(=O)N/N=C/c2ccc(-c3cccc([N+](=O)[O-])c3)o2)cc(OC)c1OC
→ 12, 5, 12, -6, 11, 26, -30, -14
[4] COc1ccc(-c2cc(=O)c3c(C)cc(O)cc3o2)cc1
→ /, -7, /, /, 13, /, -4, -5
[5] CCN1CCN(c2nnc(-c3ccc(F)cc3)c3ccccc23)CC1
→ -3, 16, 4, -8, -10, 5, 28, 7
[6] COc1ccc(C(C)=O)cc1Cn1c(=O)cc(C)[nH]c1=O
→ 2, -6, 16, 2, 2, -1, 6, 0
[7] CCN(C(=O)CSc1nnnn1-c1ccccc1OC)C1CCS(=O)(=O)C1 (stereo unspecified)
→ 3, 8, 15, 0, 6, 17, -3, -3
[8] Cc1ccc(N=Nc2c(C)[nH]n(-c3ccccc3)c2=O)c(C)c1
→ -5, -4, 14, -34, -4, 5, 3, 0
[9] Brc1cccc(-c2nnc3n2CCCCC3)c1
→ 6, 12, 6, 7, -4, 5, 6, -6
[10] Cc1ccnc(NC(=O)c2ccc(Cl)cc2Cl)n1
→ -2, /, 12, -3, /, 9, /, /
[11] CCOC(=O)c1cc2c(=O)[nH]ccc2nc1C
→ 9, 0, -16, 6, -2, 13, 0, 4
[12] COc1ccc(CCNC(=O)c2c(O)c3c([nH]c2=O)CCCC3)cc1OC
→ -18, -20, -4, -4, 4, -13, 1, 5
[13] Cc1ccc(S(=O)(=O)n2c([N+](=O)[O-])cnc2C)c(C)c1C
→ -7, -10, -5, -8, -15, 5, 0, 0
[14] CCOC(=O)c1cnn(-c2ccc(C)cc2)c1N
→ -51, -7, 16, 7, -2, -28, -39, -4
[15] Cc1nc(-c2ccc(C(=O)N3CCCC3)cc2)cs1
→ -31, 2, 4, -2, 1, -17, -25, -1
[16] COc1ccc(NC(=O)C(C)N(c2ccc(C)cc2)S(C)(=O)=O)cc1 (stereo unspecified)
→ 4, -4, -4, 2, 7, 23, -2, 3
[17] Fc1ccc(C(CNC(=S)NC2CCCCC2)N2CCOCC2)cc1 (stereo unspecified)
→ -7, 27, 25, -8, 0, 1, 8, 8
[18] CC(C)C(=O)Nc1ccc(C(=O)NNC(=S)NC(=O)c2cccs2)cc1
→ 12, 29, -1, 17, -12, -5, -4, 15
[19] CC(C)Oc1ccc(C(CC(=O)O)NC(=O)CSc2ncn[nH]2)cc1 (stereo unspecified)
→ 4, 14, -7, 4, -13, 14, 4, -4
[20] O=C(Nc1ccc(-c2nnn(CC(=O)N3CCN(C(=O)c4ccco4)CC3)n2)cc1)c1ccc(F)cc1
→ 0, 12, -8, 4, 0, 0, 3, 1
[21] O=c1[nH]c(CSc2nnc(COc3ccccc3)n2-c2ccccc2)nc2ccccc12
→ -13, 15, -8, -4, 0, -52, 0, -6
[22] COc1ccc(CNCc2c(O)c(Cl)cc3c(C)c(C)c(=O)oc23)c(OC)c1
→ -9, 2, -2, 12, 4, 10, 4, -6
[23] CCN1CCN(C(=O)Cn2ncc3c2-c2ccccc2OC3)CC1
→ 7, -6, 12, -7, 1, -5, -33, -2
[24] COc1ccc(-n2nc(C(=O)NCC(=O)N3CCN(c4ccccc4OC)CC3)c3ccccc3c2=O)cc1OC
→ 1, 8, -1, 1, -10, -9, 10, -1
[25] CCN(C[C@H]1N[C@@](Cc2ccccc2)(C(=O)OC)[C@H]2C(=O)N(C)C(=O)[C@@H]12)S(=O)(=O)c1ccccc1
→ 1, -1, 3, 13, -8, 12, -6, -3
[26] O=C(CC1CCCC1)NCCS(=O)(=O)N1CCN(c2ccccc2F)CC1
→ -3, 1, 7, 5, -10, 16, -2, -4
[27] COc1cc(-c2noc(C)c2C#CCO)cc(OC)c1OC
→ -25, 4, 4, 0, 1, 9, 2, -9
[28] CCCCC(=O)Nc1ccc(NC(=O)c2ccc3c(c2)OCO3)cc1OC
→ -5, -6, -8, 5, 14, 0, -16, 5
[29] CCSC1=N/C(=C\c2ccccc2)C(=O)N1
→ 5, 0, 11, 2, -5, -9, 3, 0
[30] NS(=O)(=O)c1ccc(Nc2ncccc2[N+](=O)[O-])cc1
→ -16, -2, -76, -11, -20, 8, -6, -9

Copied from the list:
In Jurkat NFkB inh, cpd 2 has the entry -75
In APJ antag, cpd 22 has the entry -2
In APJ antag, cpd 26 has the entry 7
In EBI2 block, cpd 12 has the entry 4
In EBI2 block, cpd 16 has the entry 7
In 697 NFkB inh, cpd 9 has the entry 5
In 697 NFkB inh, cpd 13 has the entry 5

The main list resumes; the 6 compounds before the break are reprinted first.
Order of values – Jurkat NFkB inh, CCR6 antagonist, APJ antag, UBC13 polyUb, EBI2 block, 697 NFkB inh, Gli-Sufu antag, CXCR6 inh
[25] CCN(C[C@H]1N[C@@](Cc2ccccc2)(C(=O)OC)[C@H]2C(=O)N(C)C(=O)[C@@H]12)S(=O)(=O)c1ccccc1
→ 1, -1, 3, 13, -8, 12, -6, -3
[26] O=C(CC1CCCC1)NCCS(=O)(=O)N1CCN(c2ccccc2F)CC1
→ -3, 1, 7, 5, -10, 16, -2, -4
[27] COc1cc(-c2noc(C)c2C#CCO)cc(OC)c1OC
→ -25, 4, 4, 0, 1, 9, 2, -9
[28] CCCCC(=O)Nc1ccc(NC(=O)c2ccc3c(c2)OCO3)cc1OC
→ -5, -6, -8, 5, 14, 0, -16, 5
[29] CCSC1=N/C(=C\c2ccccc2)C(=O)N1
→ 5, 0, 11, 2, -5, -9, 3, 0
[30] NS(=O)(=O)c1ccc(Nc2ncccc2[N+](=O)[O-])cc1
→ -16, -2, -76, -11, -20, 8, -6, -9
[31] CCCCN(C(=O)C1CC(=O)N(c2ccc(CC)cc2)C1)c1c(N)n(CCC)c(=O)[nH]c1=O (stereo unspecified)
→ 1, 12, 1, 0, -6, 21, -18, -4
[32] CCCS(=O)(=O)c1c(S(=O)(=O)CCC)c2c(C)cccn2c1C(=O)N/N=C/c1cc(O)cc(O)c1
→ 6, 44, -16, -36, -2, -32, 25, 3
[33] COc1ccc(C2C(C#N)=C(N)Oc3n[nH]c(C)c32)cc1Cn1nnc2ccccc21 (stereo unspecified)
→ 11, 18, 17, 11, -14, 7, 9, -4
[34] Cc1cc(=O)oc2c(C)cc(C(C)(C)C)cc12
→ /, 7, /, /, 12, /, 3, 2
[35] CCOc1ccc(NC(=O)Nc2c(C)n(C)n(-c3ccccc3)c2=O)cc1
→ -1, 11, 10, 2, -7, 3, -3, -7
[36] Cc1ccc(C(=O)Nn2cnnc2)c(Cl)c1
→ 1, 4, -4, -1, -3, 9, 0, -2
[37] Cc1ccc(OCC(=O)N2CCN(C(=O)c3ccc([N+](=O)[O-])cc3)CC2)cc1
→ 9, -1, 4, 6, 83*, 20, -9, -5
[38] Cc1ccc(NC(=O)/C=C/c2cccc(C(F)(F)F)c2)cc1
→ 2, -2, 4, -7, 1, -8, -4, -14
[39] FC(F)(F)c1cnc(C(c2ccccc2)c2ncn[nH]2)c(Cl)c1 (stereo unspecified)
→ 6, 7, 11, 3, 1, 7, 8, -4
[40] O=C(NCc1ccccc1Cl)C1CCCN(C(=O)Nc2ccc(F)cc2)C1 (stereo unspecified)
→ 4, 9, -6, 4, 18, 21, -3, -5
[41] OCOCCCn1c(C2CCCN2c2nc(-c3ccc(F)cc3)cs2)nc2cc(Cl)c(N3CCCCC3)cc21 (stereo unspecified)
→ 3, 4, 0, 10, -11, 15, 18, 9
[42] CN(CCNC(=O)c1cc2c(-c3ccccc3F)nn(C)c2s1)C1CCCCC1
→ -6, 7, -7, 29, 1, 13, 7, -1
[43] COc1ccc([N+](=O)[O-])cc1NC(=O)c1cccnc1
→ -11, -10, 0, -8, -5, -33, -10, 1
[44] CCN(CC(=O)NCc1cccs1)C(=O)/C=C/c1ccc(OC)c(OC)c1
→ 6, 12, -3, -2, -3, 13, 3, -6
[45] O=C(/C=C/c1ccc(Cl)cc1)Nc1ccccc1N1CCOCC1
→ 15, -15, 3, 6, 20, -14, -4, -4
[46] CCCCN(C(=O)CSc1nnc(-c2ccc(OC)cc2)n1C(C)C)c1c(N)n(Cc2ccccc2)c(=O)[nH]c1=O
→ -20, 14, -5, -13, -5, 0, 4, 5
[47] COc1ccccc1C(=O)N(C1=NC(C)CS1)c1ccc(Cl)cc1 (stereo unspecified)
→ -4, 20, -7, 2, -1, 1, -16, 2
[48] O=C(O)CN1C(=O)c2cccc3c(Br)ccc1c23
→ -5, -12, 8, 2, 1, -14, 3, 0
[49] Cc1ccc(S(=O)(=O)N(C)C)cc1NC(=O)C(C)N(C)Cc1sccc1C (stereo unspecified)
→ 20, 11, 5, -3, -1, -37, 43, -6
[50] O=C(Oc1cccc([N+](=O)[O-])c1)c1ccc2c(=O)n3c(nc2c1)CCC3
→ 16, 5, 12, 18, -36, 21, -2, 13
[51] Cc1nc2c(C(=O)NCc3cccs3)cnn2c(C)c1Cc1ccc(F)cc1
→ 20, /, 7, 14, /, -20, /, /
[52] O=C(c1ccc(Br)cc1)C(CN1CCOCC1)c1ccccc1 (stereo unspecified)
→ 33, 8, -7, -2, -19, -89, 9, 14
[53] COc1ccc(/C=C/C(=O)NC(=S)NNC(=O)c2ccco2)cc1OC
→ -8, 21, 12, 3, 7, 0, 2, 11
[54] O=C(O)c1ccc2c(c1)C(=O)N(c1cccc(-c3nc4ccccc4s3)c1)C2=O
→ -11, 12, 19, -5, 7, -18, -10, 1
[55] COc1ccccc1NS(=O)(=O)c1cc(NC(=O)C(C)NC(N)=O)ccc1N1CCCC1 (stereo unspecified)
→ -28, 7, -1, -18, -7, -6, -11, -15
[56] O=C(CCN1C(=O)c2ccccc2C1=O)C1=NN[C@@H]2C(=O)N(c3ccc4c(c3)OCCO4)C(=O)[C@H]12
→ 3, 1, 12, -1, 2, 22, -1, -4
[57] O=C1CC(Sc2ccc(Cl)cc2)C(=O)N1Cc1ccncc1 (stereo unspecified)
→ 5, -4, 10, -5, 9, -12, -3, -4

A second format for some results above.
cpd	canonical_smiles	Jurkat NFkB inh	CCR6 antagonist	APJ antag	UBC13 polyUb	EBI2 block	697 NFkB inh	Gli-Sufu antag	CXCR6 inh
36	Cc1ccc(C(=O)Nn2cnnc2)c(Cl)c1	1	4	-4	-1	-3	9	0	-2
37	Cc1ccc(OCC(=O)N2CCN(C(=O)c3ccc([N+](=O)[O-])cc3)CC2)cc1	9	-1	4	6	83*	20	-9	-5
